GDH-TPI inh = counter-screen for M. tuberculosis FBA inhibitors: GDH-TPI coupled enzymes | AID 588335 | GDH-TPI coupled enzyme counterscreen, NADH absorbance | inhibition, % at 4.8 µM | actives 1.2% (n = 360,000); in the data active = inhibition above about 30%;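 note: 0% = DMSO wells and 100% = wells lacking the enzyme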
Mtb BioA inh = inhibitors of Mycobacterium tuberculosis BioA enzyme; actives 0.096% (n = 360,000); purified M. tuberculosis BioA enzyme, plate reader; inhibition, % at 9.99 µM; in the data active = inhibition above about 40%; inconclusive = no clear call, values can overlap the other calls
FBA Mtb inh = Mtb fructose-bisphosphate aldolase inhibition; P9WQA3; purified M. tuberculosis FBA, fluorescence read-out; inhibition, % at 1 µM; actives 2.3% (n = 360,000); in the data active = inhibition above about 27%;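 note: 0% = vehicle and 100% = reference inhibitor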
Mtb UGM inh = Mtb UDP-galactopyranose mutase inhibition. P9WIQ1. actives 0.06% (n = 320,000). purified UGM, fluorescence polarization probe displacement. inhibition, % at 10 µM; in the data active = inhibition above about 10%, passing the limit was not always enough; inconclusive = no clear call, values can overlap the other calls
FadD28 binding = blocks FadD28 binding to the bisubstrate probe; fluorescence polarization; inhibition, % at 12.5 µM; actives 0.22% (n = 360,000); AID 588549; in the data active = inhibition above about 8.5%, passing the limit was not always enough; inconclusive = no clear call, values can overlap the other calls
BoNT A protease = inhibitors of Botulinum neurotoxin A light chain protease | multiplex microsphere protease substrate cleavage, flow cytometry | actives 0.17% (n = 360,000) | inhibition, % at 10 µM; note: plate controls were buffer without enzyme for full effect and enzyme alone for no effect
PfHsp40 rescue = compounds rescuing yeast from Plasmodium falciparum HSP40 toxicity; S. cerevisiae expressing PfHsp40, growth rescue, ATP luminescence; growth rescue, % at 12.5 µM; actives 0.68% (n = 340,000); in the data active = growth rescue above about 28%, passing the limit was not always enough; inconclusive = no clear call, values can overlap the other calls;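 note: yeast W303a lacking pdr1 and pdr3 grown in galactose medium; growth measured after three days at 30 °C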
BoNT-F LC inh = blocks Botulinum neurotoxin F light chain protease; actives 0.22% (n = 360,000); Multiplex microsphere protease cleavage assay, flow cytometry; AID 588497; inhibition, % at 10 µM; in the data active = inhibition above about 35%, passing the limit was not always enough; inconclusive = no clear call, values can overlap the other calls; note: plate controls were buffer without enzyme for full effect and enzyme alone for no effect
Anthrax LF inh2 = inhibitors of Bacillus anthracis lethal factor protease; multiplex microsphere protease cleavage assay, LF; actives 0.12% (n = 360,000); AID 588501; inhibition, % at 10 µM; note: plate controls were buffer without enzyme for full effect and enzyme alone for no effect
Target sequence (P15917 whole entry, looked up): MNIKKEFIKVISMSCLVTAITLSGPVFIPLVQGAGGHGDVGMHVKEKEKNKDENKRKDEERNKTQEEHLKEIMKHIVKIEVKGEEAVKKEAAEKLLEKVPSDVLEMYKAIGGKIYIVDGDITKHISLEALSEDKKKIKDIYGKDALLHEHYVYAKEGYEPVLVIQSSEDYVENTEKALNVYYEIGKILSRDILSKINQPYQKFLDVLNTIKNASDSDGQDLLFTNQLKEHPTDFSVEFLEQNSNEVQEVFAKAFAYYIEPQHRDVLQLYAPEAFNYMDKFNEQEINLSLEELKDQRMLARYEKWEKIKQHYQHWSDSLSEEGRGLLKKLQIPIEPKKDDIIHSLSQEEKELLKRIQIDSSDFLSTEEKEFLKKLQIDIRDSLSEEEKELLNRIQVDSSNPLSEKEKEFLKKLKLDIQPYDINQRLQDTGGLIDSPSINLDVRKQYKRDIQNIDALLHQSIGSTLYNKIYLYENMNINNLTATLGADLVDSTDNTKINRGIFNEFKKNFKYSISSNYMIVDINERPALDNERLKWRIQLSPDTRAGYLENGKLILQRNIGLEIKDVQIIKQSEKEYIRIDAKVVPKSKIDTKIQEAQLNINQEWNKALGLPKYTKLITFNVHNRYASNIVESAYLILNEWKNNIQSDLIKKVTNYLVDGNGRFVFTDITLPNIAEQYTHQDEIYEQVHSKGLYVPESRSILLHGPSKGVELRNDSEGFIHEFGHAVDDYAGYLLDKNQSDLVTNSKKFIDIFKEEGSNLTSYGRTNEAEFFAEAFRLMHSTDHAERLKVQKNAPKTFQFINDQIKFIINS
Starred values were filed as active, the others as inactive; ? = inconclusive; · = no result given; & = joins results of further samples. Cut-off read from the data, not from the text of the source, unless noted: active = inhibition above about 30%; inconclusive = no clear call, values can overlap the other calls; inactive = below that.

Results follow in this order: GDH-TPI inh	Mtb UGM inh	BoNT A protease	BoNT-F LC inh	FadD28 binding	PfHsp40 rescue	FBA Mtb inh	Anthrax LF inh2	Mtb BioA inh
1	COc1cc(NC(=O)c2c(-c3ccccc3Cl)noc2C)c2ncccc2c1
→ -3	-1.3	-1.2	-15	-19	0.6	2	-6	1.3
2	COc1ccc(Nc2nc3c([nH]2)c(=O)[nH]c(=O)n3C)cc1
→ 8	-1.2	0.3	-2	0.1	-0.1	-1	0	·
3	Cc1csc(NC(=O)Cc2ccc(Cl)cc2)n1
→ 3	-3.5	-1.1	-10	-0.2	-0.4	0	4	-1.7
4	Cc1ccnc(NCc2cc(C)ccc2O)c1
→ 1	-1.3	-5.7	?	-5.0	1.3	1	0	0.9
5	CC(C)(C)NC(=O)CN(Cc1ccc2c(c1)OCO2)C(=O)CNS(=O)(=O)c1ccc(F)cc1
→ -3	2.3	-0.6	-3	-2.0	-0.1	0	0	-0.2
6	O=C(NCc1ccccc1)C(=O)Nc1nc(-c2ccccc2)cs1
→ 2	-0.3	0.0	-7	-0.3	-1.2	2	-1	-0.4
7	Cc1ccc(-c2ncccc2OC(=O)C23CC4CC(CC(C4)C2)C3)cc1
→ 16	1.9	-0.1	-7	-0.9	2.9	10	1	-1.5
8	COc1cc(CC(=O)OCC(=O)NCc2cccs2)cc(OC)c1OC
→ 4	-2.6	3.9	0	-0.1	-2.7	2	0	-1.2
9	O=C(CCl)c1ccc2[nH]c(=O)oc2c1
→ 20	0.1	1.7	-1	-1.9	-2.8	7	-4	1.3
10	Cc1ccc(OC(=O)c2cc(C)nn2C(C)(C)C)cc1
→ -9	0.1	?	?	-4.6	0.5	-2	-3	·

Additional structures follow.
Results follow in this order: GDH-TPI inh	Mtb UGM inh	BoNT A protease	BoNT-F LC inh	FadD28 binding	PfHsp40 rescue	FBA Mtb inh	Anthrax LF inh2	Mtb BioA inh
11	O=C(CSc1nccc2ccccc12)N1CCN(c2ccccn2)CC1
→ 6	1.7	0.3	-5	-1.7	2.6	6	3	0.2
12	COc1cc(OC)c(NC(=O)CCc2ccccc2)cc1Cl
→ 19	2.8	0.7	-15	-1.2	-0.1	-3	-2	-1.1
13	O=C(Nc1nnc(-c2ccccc2)o1)Nc1ccccc1Cl
→ 4	0.7	-0.3	-6	-3.3	-0.2	4	-11	1.8
14	CC1=NOC(=O)/C1=C\c1ccc(-c2ccc(Cl)c(C(=O)O)c2)o1
→ 4	·	-0.3	4	-0.8	1.2	-9	0	·
15	O=C(CC[C@H]1O[C@@H](n2ccc(=O)[nH]c2=O)[C@H](O)[C@@H]1O)N[C@H](Cc1ccccc1)C(=O)NCC1CCCO1 (some centres not stated)
→ ·	·	-0.3	3	-1.7	·	6	-8	-1.3
16	C[C@H]1CN([C@@H](C)CO)C(=O)CCCn2nncc2CO[C@@H]1CN(C)Cc1ccc(-c2ccccc2)cc1
→ -2	·	-0.8	-2	-2.8	·	-2	4	0.3&1.2
17	Cc1ccc(-c2nnn(CC(=O)Nc3cccc4cccnc34)n2)o1
→ 4	0.2	-1.8	-16	4.5	-0.9	4	-3	-2.2
18	CS(=O)(=O)N(CC(=O)Nc1ccccc1C(=O)N1CCOCC1)c1ccc(F)c(Cl)c1
→ 6	-0.8	-0.5	2	-1.3	-0.2	7	-1	-1.2
19	O=[N+]([O-])c1c(NCc2ccco2)ncnc1NCc1ccco1
→ 22	·	-0.7	-6	-2.7	2.1	-1	-11	-0.9
20	Cc1ccc(CCC(=O)Nc2ccc([N+](=O)[O-])cc2Cl)o1
→ 7	0.1	0.2	?	-1.5	1.0	-2	-5	-0.6

More entries:
Results follow in this order: GDH-TPI inh	Mtb UGM inh	BoNT A protease	BoNT-F LC inh	FadD28 binding	PfHsp40 rescue	FBA Mtb inh	Anthrax LF inh2	Mtb BioA inh
21	Cc1ccc(-c2ccc(CCC(=O)O)n2CC2CCCO2)cc1 (configuration not stated)
→ -1	-0.5	?	-4	-1.8	0.2	41*	1	·
22	CSCCCNC(=O)c1ccc(OC2CCN(CCc3ccccc3)CC2)cc1
→ -13	-0.8	-0.4	-2	-3.8	-1.3	6	-5	·
23	CCOC(=O)C1CCN(CCC(=O)Nc2ccc(F)cc2)CC1
→ -5	-0.7	-0.1	-2	0.8	1.3	1	-5	·
24	COc1ccc(-c2coc3cc(O)c(OC)cc3c2=O)cc1
→ 34*	5.3	0.6	0	-0.6	4.2	44*	0	-1.5
25	Cc1cccc(-n2ncc3c2CCCC3NC(=O)CC(F)(F)F)c1C (configuration not stated)
→ -2	1.2	-3.0	-10	0.1	-1.1	1	7	-1.4
26	NS(=O)(=O)c1cccc(NC(=O)Cn2cc(C(F)(F)F)cc(Cl)c2=O)c1
→ -16	0.3	-0.9	-8	-3.9	0.3	-4	-4	0.2
27	CC1=CC(C)(C)NC(=S)N1c1cccc2cc(S(=O)(=O)O)ccc12
→ 4	0.8	-1.0	-13	3.1	1.5	3	-6	·
28	CC(C)[C@@H](C(=O)N1CCN(C(=O)OC(C)(C)C)CC1)n1cc(CCO)nn1
→ 3	-3.2	-0.4	-1	-3.8	1.5	-2	1	0.1
29	CC1(C)Cc2c(C#N)c(NCCc3ccccc3)nc(-c3ccco3)c2CO1
→ 13	-0.1	-0.3	-26	0.4	5.9	35*	-5	-0.6
30	C#CCOCCOCCOCCNc1nc(N2CCN(C(=O)CCCCCCCCCCNC(=O)[C@@H](CCC(=O)O)n3cc(CCCCCN)nn3)CC2)nc(N2CCN(C(=O)CCCCCCCCCCNC(=O)[C@@H](CCC(=O)O)n3cc(CCCCCN)nn3)CC2)n1
→ -4	1.3	-0.1	-6	-2.7	-0.9	4	10	2.8

The listing continues.
Results follow in this order: GDH-TPI inh	Mtb UGM inh	BoNT A protease	BoNT-F LC inh	FadD28 binding	PfHsp40 rescue	FBA Mtb inh	Anthrax LF inh2	Mtb BioA inh
31	O=C(O)c1ccc(Cl)c(S(=O)(=O)NCc2cccnc2)c1
→ 4	-0.5	-0.8	0	-2.1	-1.3	-3	-2	·
32	CCC(=O)c1ccc(OCC(=O)N(Cc2nnc(-c3ccccc3Cl)o2)C2CC2)cc1
→ 4	1.3	7.2	21	-2.4	0.1	2	1	·
33	CC1([N+](=O)[O-])COC(C=Cc2ccccc2)OC1 (configuration not stated)
→ 7	·	-0.3	-9	0.6	1.6	0	-2	-1.8
34	Cn1c(N)c(C(=O)CSc2nnc(NC3CCCCC3)s2)c(=O)n(C)c1=O
→ 4	·	0.7	-4	-1.8	-0.6	-2	1	0.3
35	O=C1CCC(=O)N1c1ccccc1
→ -1	2.4	4.1	?	-2.7	0.0	1	4	5.7
36	O=C(NS(=O)(=O)c1ccccc1)c1ccccc1F
→ -5	1.0	0.4	6	-1.7	0.1	1	4	-1.4
37	O=C(O)CNc1ncccc1[N+](=O)[O-]
→ 8	0.6	-0.9	-6	0.4	-1.0	-3	1	-0.6
38	Cc1ccc(S(=O)(=O)NC(=O)NCCCN2CCOCC2)cc1
→ -4	-0.2	-1.8	-8	-3.0	-1.3	1	-2	0.9
39	O=C(NC1CCCCC1)C(c1ccccc1)N(Cc1cccnc1)C(=O)c1csnn1 (configuration not stated)
→ -8	2.5	-0.2	1	-1.8	-0.3	0	1	-1.3
40	Cc1nonc1OCCNCCNc1ccc([N+](=O)[O-])cc1Cl
→ -2	0.2	0.1	-12	-3.5	0.3	-6	-4	·

Profiles from above. Screens in order: GDH-TPI inh, Mtb UGM inh, BoNT A protease, BoNT-F LC inh, FadD28 binding, PfHsp40 rescue, FBA Mtb inh, Anthrax LF inh2, Mtb BioA inh
Cc1nonc1OCCNCCNc1ccc([N+](=O)[O-])cc1Cl across the screens: -2, 0.2, 0.1, -12, -3.5, 0.3, -6, -4, ·
O=C(O)CNc1ncccc1[N+](=O)[O-] across the screens: 8, 0.6, -0.9, -6, 0.4, -1.0, -3, 1, -0.6
O=C(NS(=O)(=O)c1ccccc1)c1ccccc1F across the screens: -5, 1.0, 0.4, 6, -1.7, 0.1, 1, 4, -1.4

(cont.)
Results follow in this order: GDH-TPI inh	Mtb UGM inh	BoNT A protease	BoNT-F LC inh	FadD28 binding	PfHsp40 rescue	FBA Mtb inh	Anthrax LF inh2	Mtb BioA inh
41	COc1ccc(NC(=O)CSc2nc3[nH]ncc3c(=O)[nH]2)c(OC)c1
→ 0	-0.1	1.5	2	0.0	0.0	-1	-1	·
42	O=C1c2cc(Br)ccc2OC2C=CC=CC12 (configuration not stated)
→ 7	·	-0.6	-5	0.9	1.1	1	-8	-1.6
43	COc1ccc(C2C(Oc3ccccc3)C(=O)N2c2ccc(C)c(C)c2)cc1OC (configuration not stated)
→ 6	-2.4	-0.6	-8	-1.4	0.7	-1	-2	0.0
44	O=P(/C(=N/O)Sc1ccccc1)(N1CCOCC1)N1CCOCC1
→ 2	0.8	4.6	7	0.0	-0.4	-4	-1	1.5
45	CC(C)NC(=O)c1cc(-c2cccs2)nc2ccccc12
→ 1	-0.8	0.4	0	-4.6	-1.2	71*	-12	-1.0
46	Cn1cc(-c2cccc(C(F)(F)F)c2)cc(C#N)c1=O
→ 16	-0.3	0.6	-4	0.4	-0.2	46*	8	-1.6
47	CCNc1nc(NCC)nc(N2CC(=O)N(CC(=O)OCC)C2=N)n1
→ -10	-1.4	-0.4	-2	-1.9	-1.9	1	0	·
48	COc1ccc(C(=O)Nc2ccc(C)cn2)c(OC)c1
→ -15	-0.4	-4.3	-6	-5.1	-0.9	0	-2	-0.7
49	O=C(CCN1C(=O)CSc2ccccc21)Nc1cccc(C(F)(F)F)c1
→ -14	1.2	-1.0	-14	0.6	-1.3	0	-2	3.3
50	C/C(=C\C(=O)c1ccc(C)cc1)Nc1cccc(O)c1
→ 7	-0.1	-1.8	-13	-5.1	0.4	-3	-10	-2.5

Additional structures
Results follow in this order: GDH-TPI inh	Mtb UGM inh	BoNT A protease	BoNT-F LC inh	FadD28 binding	PfHsp40 rescue	FBA Mtb inh	Anthrax LF inh2	Mtb BioA inh
51	CCc1nc(C)cc2c1sc1ccccc12
→ -5	-0.3	·	·	0.2	·	2	·	-0.4
52	Cc1ccc(NC(=O)CN2CCOCC2)cc1Cl
→ 11	0.4	2.4	-1	0.1	-1.6	5	-4	0.8
53	O=C(NCCN1CCOCC1)c1ccc(F)cc1
→ 12	2.2	0.5	-3	-0.6	-1.0	0	-2	-0.1
54	CCN(CC)CCNC(=O)CS(=O)Cc1nc(-c2ccc(Cl)cc2)oc1C (configuration not stated)
→ 3	0.1	-0.6	2	-0.2	0.1	2	-4	0.5
55	CCOc1ccc(NC(=O)CN(C)Cc2cc(=O)n3c(-c4ccccc4)csc3n2)cc1OCC
→ 9	-0.3	1.6	1	-2.2	-0.6	2	-4	·
56	Cc1ccnc(NS(=O)(=O)c2ccc(N3C(=O)C4CCCCC4C3=O)cc2)n1 (configuration not stated)
→ 2	-2.2	2.6	-12	-1.7	-0.1	1	3	-0.3
57	COc1ccc(S(=O)(=O)N2CC(=O)Nc3ccccc32)cc1
→ 15	1.0	-5.9	-1	-0.8	-0.3	0	-30	-0.5
58	Cc1[nH]n(-c2cccc(Cl)c2)c(=O)c1-c1ccc(Cl)cc1
→ 3	0.7	0.3	-12	5.5	17	1	-1	0.3
59	COc1cccc(N=Nc2c(=O)[nH]n3c(C)cc(C)nc23)c1
→ 17	-0.6	-0.1	1	-1.7	-1.4	-25	1	·

Screens as filed in PubChem BioAssay.

This is a random part of the collection; about 4.7% have a hit in one of these screens.
